MITF primary: inhibitors of human MITF; AlphaScreen MITF homodimerization, bead proximity signal; hit rate 0.91% among 650,000; O75030; AID 1259374; inhibition, % at 2.6 µM; in the data active means inhibition above about 50%;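 further: 0% = vehicle wells with protein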
Target sequence (O75030 whole entry, looked up): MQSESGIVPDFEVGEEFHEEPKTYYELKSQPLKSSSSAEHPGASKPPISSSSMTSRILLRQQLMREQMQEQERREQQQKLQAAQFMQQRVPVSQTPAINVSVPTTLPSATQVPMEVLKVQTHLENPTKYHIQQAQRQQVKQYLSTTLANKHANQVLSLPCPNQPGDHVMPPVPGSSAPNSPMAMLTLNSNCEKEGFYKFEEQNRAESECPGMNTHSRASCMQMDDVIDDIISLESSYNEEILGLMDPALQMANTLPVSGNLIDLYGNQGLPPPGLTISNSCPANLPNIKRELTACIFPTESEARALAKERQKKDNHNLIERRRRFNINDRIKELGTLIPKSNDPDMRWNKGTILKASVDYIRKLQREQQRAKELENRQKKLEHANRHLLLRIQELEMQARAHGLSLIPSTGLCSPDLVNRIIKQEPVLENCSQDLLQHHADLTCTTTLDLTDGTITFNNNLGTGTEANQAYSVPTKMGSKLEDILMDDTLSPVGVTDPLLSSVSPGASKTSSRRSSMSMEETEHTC
TEAD-YAP block: TEAD-YAP interaction inhibition; AID 1259422; inhibition, % at 9.12 µM; hit rate 1.4% among 640,000; HEK-TIYL cells, TEAD-Gal4/YAP UAS-luciferase luminescence; in the data active means inhibition above about 32%;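 further: 0% = median of test compound wells and 100% = reference inhibitor wells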
FBW7 act: human FBW7 E3 ligase activation, primary screen | hit rate 0.13% among 650,000 | normalized activity (activation), % at 26.1 µM | AlphaScreen FBW7–phospho-cyclin E peptide binding, activator screen; in the data active means normalized activity above about 1.9%;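 further: purified mutant Fbw7 with reduced substrate affinity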
GPR151 activ: activators of human GPR151 | Q8TDV0 | AID 1508602 | PathHunter beta-arrestin GPR151 cells, luminescence | activation, % at 11.2 µM | hit rate 1% among 650,000; in the data active means activation above about 4.9%;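 further: 0% = median of compound wells and 100% = cells with positive control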
Target sequence (Q8TDV0 whole entry, looked up): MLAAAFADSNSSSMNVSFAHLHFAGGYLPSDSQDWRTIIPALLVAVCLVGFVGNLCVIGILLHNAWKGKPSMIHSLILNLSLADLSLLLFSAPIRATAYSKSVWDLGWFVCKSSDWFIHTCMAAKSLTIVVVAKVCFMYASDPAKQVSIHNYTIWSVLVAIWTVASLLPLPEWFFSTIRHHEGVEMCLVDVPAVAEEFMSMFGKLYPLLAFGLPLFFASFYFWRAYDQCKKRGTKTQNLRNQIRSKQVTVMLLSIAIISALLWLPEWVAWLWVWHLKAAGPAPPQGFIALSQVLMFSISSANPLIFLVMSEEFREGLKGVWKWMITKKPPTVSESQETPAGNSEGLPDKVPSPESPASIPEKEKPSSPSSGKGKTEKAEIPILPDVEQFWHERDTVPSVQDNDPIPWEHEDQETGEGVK
Numbers without * were called inactive; & = joins results of further samples; ! = repeats disagree.

SMILES | MITF primary | TEAD-YAP block | FBW7 act | GPR151 activ
COC(=O)c1nnn(CC(=O)Nc2cccc(F)c2)c1C(=O)OC | 1.1 | 4.3 | 0.3 | -0.2
Cc1ccccc1Nc1nc(C)c([N+](=O)[O-])c(Nc2ccccc2C)n1 | 11.0 | -5.0 | -0.2 | -0.1
O=C(Cc1ccc([N+](=O)[O-])cc1)N/N=C/c1cccnc1 | 8.1 | 1.7 | 0.0 | 0.0
COc1ccccc1NC(=O)c1c(NC(=O)c2ccco2)sc2c1CCCCC2 | -11.4 | 4.0 | 0.1 | 0.0
O=C(CSc1nc2ccccc2c(=O)n1-c1ccc(C(=O)N2CCOCC2)cc1)Nc1ccccc1Cl | -12.0 | 5.5 | 0.0 | 0.2
O=C(NCc1cccc(C(F)(F)F)c1)c1cccc(NC2CCC(O)CC2)n1 (stereo not given) | -5.1 | -28.6 | -0.1 | -1.1
Cc1ccc(NCC(=O)N/N=C\c2ccc3ccccc3c2)cc1 | 8.8 | 5.1 | 0.1 | 0.1
CCN1/C(=C\C(=O)c2cccc([N+](=O)[O-])c2)Sc2ccccc21 | 3.7 | 3.3 | 0.0 | -0.7
Cc1nc2ccc([N+](=O)[O-])cc2c(=O)n1Cc1ccc(C#N)cc1 | 7.6 | 9.7 | -0.1 | -0.1
CC(=O)Nc1ccc(-c2cn3c4c(sc3n2)CCCC4)cc1 | -0.6 | -35.8 | 0.0 | -0.1
O=C(NC(c1ccccc1)c1ccccc1)C1CCN(c2nnnn2-c2ccccc2)CC1 | -4.9 | 12.1 | -0.2 | -1.0
CN(Cc1ccc2c(c1)OCCO2)C(=O)c1ccc([N+](=O)[O-])s1 | 2.1 | 4.7 | -0.2 | -0.5
NC(=O)c1c(NC(=O)CN2c3cccc4cccc(c34)S2(=O)=O)sc2c1CCCC2 | -7.2 | 19.3 | -0.1 | 2.0
CC(=O)Nc1ccc(NC(=O)c2cccc(Nc3ccc(-n4ccnc4)cc3)c2)cc1 | 11.2 | -14.4 | 0.1 | -1.4
CCN1C=C(C(=O)OC)C(c2ccc(OC)cc2OC)C(C(=O)OC)=C1 | -2.4 | 0.4 | 0.0 | 0.0
CC(C)N(C(=O)CSc1nnc(-c2cccs2)n1N)c1ccccc1 | 19.2 | 3.7 | 0.8 | 0.3
O=C(CN1CCN(Cc2ccc(Cl)cc2)C1=O)N1CCCCCC1 | -9.4 | 0.1 | 0.1 | -1.0
O=C(Cc1ccc(Br)cc1)Nc1ccncc1 | -5.0 | 50.5* | 0.1 | 1.6
COc1cccc(C(=O)Nc2ccc(NC(C)=O)cn2)c1 | 10.1 | -53.8 | 0.1 | -3.4
Cc1ccc(OCCNC(=O)Nc2sc(NS(=O)(=O)c3ccc(C)cc3)nc2C)cc1 | -5.0 | 5.2 | -0.2 | 0.2
COc1ccccc1CCc1nnc(CCC(=O)NCc2ccc(C)cc2)o1 | 7.2 | -2.4 | -0.1 | 0.7
CCOc1cc(C2C(C#N)=C(N)Oc3n[nH]c(-c4cccnc4)c32)ccc1O (stereo not given) | -9.4 | 8.4 | 0.0 | -1.1
Cc1ncc(CO)c(C2N(C)c3ccccc3N2C)c1O | 11.1 | 3.1 | 0.3 | -0.7
CSc1nc(-c2ccccc2)nc(SC)c1C(C)=O | 0.6 | -3.0 | -0.3 | 0.4
CCNC(=O)CC1C(=O)N(c2ccc(Cl)cc2)C(=S)N1NC(=O)c1cccc(F)c1 (stereo not given) | 7.2 | -21.2 | 0.0 | -1.1

Some entries already given, showing only GPR151 activ:
| structure | GPR151 activ |
| --- | --- |
| Cc1ccc(NCC(=O)N/N=C\c2ccc3ccccc3c2)cc1 | 0.1 |
| CCN1/C(=C\C(=O)c2cccc([N+](=O)[O-])c2)Sc2ccccc21 | -0.7 |

Next part.
SMILES | MITF primary | TEAD-YAP block | FBW7 act | GPR151 activ
O=C1N[C@@H](Cc2ccccc2)C(=O)N2CCN(C(=O)Oc3ccc(Cl)cc3)C[C@H]12 | 7.8 | 6.5 | 0.0 | -1.2
Cc1nc(N2CCN(C(=O)Nc3ccccc3Cl)CC2)cc(-n2cccn2)n1 | -4.0 | -2.8 | 0.0 | -1.1
CCC(=O)c1ccc2c(c1)OCCO2 | -4.0 | 4.5 | 0.4 | -0.6
Clc1ccc(Nc2nc3nonc3n3nnnc23)cc1 | 5.0 | -8.8 | -0.2 | -2.0
CCCCN(CC)CCCNC(=O)CSc1cc(=O)n(C)c2ccccc12 | 2.8 | 8.5 | 0.1 | 0.0
NC1=NC(=O)C(c2ccccc2Cl)S1 (stereo not given) | 15.2 | 5.6 | 0.2 | 2.0
CC1=C(C(=O)N2CCCC(CNS(=O)(=O)c3cccs3)C2)OCCO1 (stereo not given) | -7.9 | 3.4 | -0.2 | 0.3
O=C(C1CCN(S(=O)(=O)c2ccc3[nH]c(=O)ccc3c2)CC1)N1CCc2ccccc21 | 9.7 | 2.4 | 0.7 | -1.0
C[C@H]1CC[C@@]2(OC1)O[C@H]1C[C@H]3[C@@H]4CC[C@@H]5C[C@@H](O)CC[C@]5(C)[C@H]4CC[C@]3(C)[C@H]1[C@@H]2C | 8.7&3.0&-1.3 | 8.7&-13.3&0.2 | 0.3&0.1&0.0 | 5.6*!
Cc1nc2ncnn2c(N2CCN(C(=O)c3cccc(F)c3)CC2)c1C | 5.5 | -2.5 | 0.2 | 1.3
c1ccc(Oc2ccc(-c3nc4ccccc4nc3-c3ccccc3)cc2)cc1 | 0.1 | -12.1 | -0.1 | -1.5
COc1cccc(C(=O)NC(=S)Nc2ccc(OC)cc2OC)c1 | 21.8 | -31.1 | -0.1 | 10.4*
CCOC(=O)c1cnc2ccc(C(=O)OC)cc2c1Nc1ccc(OCC)cc1 | 9.7 | 1.7 | 0.2 | -1.1
CCc1ccc(NC(=O)c2nn(-c3ccc(OC)cc3)c(=O)c3ccccc23)cc1 | 6.7 | 4.7 | -0.1 | 1.0
O=C(CSc1nccn1-c1ccc([N+](=O)[O-])cc1)N1CCc2ccccc21 | 0.3 | -4.3 | -0.2 | 1.9
CCCCOc1ccc(C(=O)N/N=C/c2ccccc2O)cc1 | -23.1 | -0.2 | -0.1 | -0.2
O=C1CC2(CCCC2)CC(=O)N1CCCN1CCOCC1 | -2.5 | 5.7 | 0.0 | 2.6
c1ccc(CNc2nc(Nc3cnccn3)nc3c2ncn3C2CCCCC2)cc1 | 1.3 | 5.5 | 0.0 | -0.9
COc1ccc(Nc2nc(C)cc(C)c2C(N)=O)cc1 | 14.3 | 6.8 | 0.4 | -0.2
CC1CCc2c(sc(NC(=O)COC(=O)c3ccc(O)cc3)c2C#N)C1 (stereo not given) | 8.2 | 1.0 | 0.1 | 0.7
O=C(Cn1nnc(-c2cccs2)n1)NC1CC1 | -11.5 | 10.1 | -0.1 | 1.1
CC(O)CNc1nc2c(c(=O)n(C)c(=O)n2C)n1Cc1ccccc1Br (stereo not given) | -5.3 | -3.9 | -0.3 | -0.5
O=C1Nc2ccccc2N(O)N1c1ccccc1I | -0.8 | 2.2 | 0.0 | 1.2
CC(=O)Oc1cccc(/C=C2N=C(/C=C/c3ccc(C)cc3)OC\2=O)c1 | -3.0 | 0.0 | -0.1 | -1.0
C/C(=C\Nc1nsc(Nc2ccc(Cl)cc2)n1)NCCCCO | 7.9 | -36.4 | -0.3 | -1.3

Individual results from the list.
MITF primary, O=C(Cn1nnc(-c2cccs2)n1)NC1CC1 = -11.5
GPR151 activ, CC(=O)Nc1ccc(-c2cn3c4c(sc3n2)CCCC4)cc1 = -0.1
TEAD-YAP block, Cc1nc2ccc([N+](=O)[O-])cc2c(=O)n1Cc1ccc(C#N)cc1 = 9.7

Carrying on:
SMILES | MITF primary | TEAD-YAP block | FBW7 act | GPR151 activ
CCN1CC=C2C(C#N)=C(N)C(C#N)(C#N)C(c3cccc(Cl)c3Cl)C2C1 (stereo not given) | -3.7 | -2.7 | 0.1 | 0.6
Cc1cc(C)cc(NS(=O)(=O)c2c(C)noc2C)c1 | -1.3 | -9.4 | 0.0 | -0.7
COc1ccc(C2NC(=O)NC(C)=C2C(=O)OCCOc2ccccc2)cc1 (stereo not given) | 11.1 | -2.7 | 0.2 | -0.7
CCC(=O)Oc1ccc(C)cc1C1Oc2nc(SC)nnc2-c2ccccc2N1C(=O)CC (stereo not given) | 25.5 | 1.2 | 0.4 | 0.0
COc1cccc(C(CNC(=O)c2cccc([N+](=O)[O-])c2C)N2CCOCC2)c1 (stereo not given) | 14.2 | -10.8 | -0.2 | -1.4
NS(=O)(=O)c1ccc(NC(=O)Cc2cccs2)cc1 | 4.2 | 0.8 | 0.0 | 0.2
COc1cccc(/C=C2/N=C(c3cccc4ccccc34)OC2=O)c1 | -13.8 | -4.1 | 0.2 | -1.1
O=C(CSc1nn2c(=O)c3ccccc3nc2s1)c1ccccc1 | 8.4 | 2.6 | 0.1 | -1.4
O=C(CCCn1c(SCC(=O)NCCC2=CCCCC2)nc2ccsc2c1=O)NCc1ccc2c(c1)OCO2 | 7.4 | 13.2 | -0.1 | -0.7
C=CCN1CCN(c2c(Cl)cccc2NC(=O)c2csc(C(C)C)n2)CC1 | -0.3 | 3.2 | -0.2 | 0.4
CCCCCOc1ccc(NC(=O)C2OC3OC4(CCCCC4)OC3C3OC4(CCCCC4)OC23)cc1 (stereo not given) | -11.8 | -8.9 | 0.1 | -1.6
COC(=O)C(NC(=O)c1cccc(Cl)c1)(Nc1ccc(OC(F)(F)F)cc1)C(F)(F)F (stereo not given) | 10.3 | -7.2 | 0.0 | -1.0
FC(F)(F)c1cccc(-n2c(-c3ccncc3)n[nH]c2=S)c1 | -2.4 | -11.9 | -0.4 | -2.0
COCCNC(=O)CNC(=S)N(CCCN1CCOCC1)Cc1cccs1 | 8.5 | 1.5 | 0.0 | -0.3
CN(C)c1ccc(CNCCC2(Cc3ccccc3)CCOC(C)(C)C2)cc1 (stereo not given) | 1.4 | -16.3 | -0.3 | 0.7
COC(=O)CCC(=O)N1CCc2c([nH]c3ccccc23)C1c1ccccc1F (stereo not given) | -11.7 | -8.1 | -0.1 | -0.5
CC[C@H](C)[C@@H]1NC(=O)[C@@H]2C[C@H](NC(=O)Nc3cccc(F)c3)CN2C1=O | -7.5 | -1.3 | 0.1 | 2.1
CCc1nnc(NC(=O)COc2ccc([N+](=O)[O-])cc2)s1 | 18.9 | -0.5 | 0.3 | -0.1
Cc1cc(NCCOc2ccccc2)nc(-c2ccc(N3CCN(C)CC3)cc2)n1 | -7.5 | 17.4 | -0.1 | -0.4
C=CCn1cnc2c1c(=O)n(C)c(=O)n2C | 13.1 | -4.6 | 0.2 | 0.1
OCCN1CCN(C(=S)NCc2ccc3c(c2)OCO3)CC1 | -5.3 | -8.7 | -0.1 | -1.2
COc1ccc(NC(=O)Nc2ccc(C)cc2)c(OC)c1 | 9.6 | -5.5 | 1.1 | -0.7
Cc1ccccc1-n1nc2c(c1NC(=O)c1ccccc1F)CS(=O)(=O)C2 | -2.9 | 0.5 | 0.1 | 1.0
COc1cc2ccccc2cc1C(=O)NCCc1ccccc1 | -0.9 | -43.3 | 0.0 | -0.3
CCN(C(=O)COc1ccc(C#N)cc1OC)C1CCCCC1 | -3.6 | -12.1 | 0.1 | -0.4
Next part.
SMILES | MITF primary | TEAD-YAP block | FBW7 act | GPR151 activ
O=C(Cn1c(=O)oc2ccccc21)Nc1ccccc1 | 7.7 | -1.5 | 0.0 | 0.6
Cc1ccnc(SCc2cc(=O)c(OC(=O)c3ccc([N+](=O)[O-])cc3)co2)n1 | 10.4 | 0.2 | -0.2 | -2.3
Oc1ccc(Br)cc1C=Nc1nonc1-c1ccccc1 | -10.4 | -6.1 | 0.1 | -0.2
CCNc1cc(C(=O)NCCOc2ccccc2)c2ccccc2n1 | -9.0 | -8.7 | 0.3 | 0.2
COc1ccc(N(C(C)=O)C2SC(=O)N(c3ccccc3)C2=O)cc1 (stereo not given) | -2.8 | -4.8 | 0.9 | -2.1
Cc1nc2c(cc1C(=O)N/N=C/C=C/c1ccccc1)c(=O)n(C)c(=O)n2C | 16.4 | -3.1 | 0.0 | 0.6
COc1ccc(CC(=O)c2ccc(OC)cc2)cc1 | -9.6 | -37.9 | -0.1 | -2.5
CCN(Cc1ccncc1)Cc1ccc2c(c1)CN(C(=O)C(NC(C)=O)C(C)C)CCO2 (stereo not given) | 7.0 | 0.1 | 0.0 | -1.2
O=C(c1nc2ccccn2c1CN1CCCC1)N1CCN(C2CCCCC2)CC1 | 2.1 | -0.9 | 0.6 | -0.8
O=C(NCC1Cc2cccc(-c3cncnc3)c2O1)c1ccoc1 (stereo not given) | -1.5 | -0.1 | -0.2 | 0.2
Cc1cc(C(=O)COC(=O)CN2C(=O)C3CCCCC3C2=O)c(C)n1C (stereo not given) | 5.5 | -5.6 | -0.1 | 1.1
Cc1cc([N+](=O)[O-])nn1CCCC(=O)Nc1sc2c(c1C#N)CCC2 | -8.4 | 2.8 | 0.1 | 0.1
COc1ccccc1NC(=O)Nc1ccnn1C1CCN(C(=O)CC2=CCCCC2)CC1 | 8.4 | 4.7 | 0.3 | -0.8
CCCCCCn1c(N/N=C(/C)c2ccccc2O)nc2c1c(=O)[nH]c(=O)n2C | 7.3 | 10.9 | 0.0 | 0.2
CN1C(=O)/C(=N\OC(=O)c2cccc3ccccc23)c2ccccc21 | -12.6 | -7.7 | -0.1 | -1.3
CC(=O)c1ccc(-n2nnnc2SCC(=O)c2ccc3c(c2)OCCO3)cc1 | -9.8 | -5.3 | -0.1 | -0.4

By substructure, those above containing bromine.
SMILES | MITF primary | TEAD-YAP block | FBW7 act | GPR151 activ
O=C(Cc1ccc(Br)cc1)Nc1ccncc1 | -5.0 | 50.5* | 0.1 | 1.6
CC(O)CNc1nc2c(c(=O)n(C)c(=O)n2C)n1Cc1ccccc1Br (stereo not given) | -5.3 | -3.9 | -0.3 | -0.5
Oc1ccc(Br)cc1C=Nc1nonc1-c1ccccc1 | -10.4 | -6.1 | 0.1 | -0.2

Screening data (PubChem)
